Compound activity: PubChem BioAssay, Broad Institute
ERp5 block: inhibitors of human ERp5. Q15084. ERp5 insulin aggregation, absorbance 650 nm, 90 min. inhibition, % at 9.99 µM. 350,000 tested, 0.05% active. AID 651711;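 active = mean replicate inhibition above about 25%, with every replicate also reaching it, limit read from the data, passing the limit was not always enough; inconclusive = only one of those two criteria met; inactive = neither criterion met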
Target sequence (Q15084 whole entry, looked up): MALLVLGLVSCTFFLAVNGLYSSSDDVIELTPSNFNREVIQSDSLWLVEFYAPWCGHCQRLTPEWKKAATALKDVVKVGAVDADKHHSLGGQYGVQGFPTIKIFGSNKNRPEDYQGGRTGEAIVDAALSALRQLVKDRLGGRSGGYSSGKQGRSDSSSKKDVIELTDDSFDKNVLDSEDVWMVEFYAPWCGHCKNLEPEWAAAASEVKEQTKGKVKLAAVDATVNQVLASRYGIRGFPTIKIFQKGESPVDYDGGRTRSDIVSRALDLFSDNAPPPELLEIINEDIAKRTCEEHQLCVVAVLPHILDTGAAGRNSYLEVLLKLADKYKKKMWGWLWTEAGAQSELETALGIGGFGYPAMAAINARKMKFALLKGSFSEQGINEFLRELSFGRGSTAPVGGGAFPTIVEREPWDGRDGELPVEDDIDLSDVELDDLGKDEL
esBAF inh: inhibitors of esBAF chromatin remodeling in mouse ES cells; AID 602393; Bmi1-luciferase knock-in reporter, 24 h; 100% = twice the neutral-well signal; 350,000 tested, 2% active; reporter increase, % at 12.5 µM; in the data active = activation above about 40%; inconclusive = no clear call, values can overlap the other calls;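 note: 0% = median of the plate's neutral control wells and 100% = double that signal; a rise in the Bmi1 reporter signal indicates esBAF inhibition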
Casp6 inh: inhibitors of human caspase-6 | purified caspase-6, Z-VEID-R110 cleavage fluorescence | inhibition, % at 12.5 µM | P55212 | 350,000 tested, 0.53% active | AID 686996;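 active = mean inhibition across replicates at least about 35%, with every replicate also reaching that limit, limit read from the data; inconclusive = only one of the two criteria met; inactive = neither criterion met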;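 note: 0% = median of neutral control wells and 100% = no fluorescence left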
ARNT TACC3 PPI: disruptors of human ARNT/TACC3 interaction | Q9Y6A5 | AlphaScreen His-ARNT PAS-B/GST-TACC3 binding, luminescence; TACC3 fragment carries E629A point mutation | inhibition, % at 9.99 µM | 390,000 tested, 0.66% active | AID 623870;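 active = mean inhibition of replicates at least 50% and at least half of replicates each reaching 50%; inconclusive = half or more replicates reach 50% but mean below 50%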;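 note: 0% = complete ARNT plus TACC3 wells and 100% = ARNT alone without TACC3; many hits fall short of the cut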
PglD DTNB: inhibitors of Campylobacter jejuni PglD acetyltransferase. purified PglD enzyme, DTNB colorimetric CoA detection. inhibition, % at 12.5 µM. 360,000 tested, 0.098% active; in the data active = inhibition above about 16%, passing the limit was not always enough; inconclusive = no clear call, values can overlap the other calls; note: strong numbers were not always called active
RAD52 anneal inh: inhibitors of human RAD52 DNA annealing; inhibition, % at 18.7 µM; P43351; 360,000 tested, 0.46% active; recombinant RAD52 DNA annealing, FRET fluorescence;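 active = every replicate showing at least 50% inhibition; inconclusive = mean inhibition at least 50% but not in every replicate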
RAD54 branch: inhibitors of human RAD54 branch migration | RAD54 Holliday junction branch migration, FAM/BHQ fluorescence | inhibition, % at 10.4 µM | 360,000 tested, 0.14% active | AID 602329;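 active = mean normalized replicate activity at least 40 and at least half of replicates scoring 40 or more; inconclusive = only one of the two criteria met; inactive = mean below 40 and under half of replicates reaching 40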;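 note: 0% = median of neutral control wells and 100% = median of positive control wells; inhibitors cause a drop in the FAM fluorescence signal; in these data hits start at about 50%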
E-selectin induc: induces E-selectin expression in human endothelial cells. activation, % at 7.58 µM. 260,000 tested, 0.37% active. HUVEC E-selectin immunofluorescence imaging; normalized: neutral wells 0, TNF-alpha wells 100. P16581;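 active = mean E-selectin-positive cell signal at least 10% of the positive control, reached in at least 60% of replicates, without over 20% cell loss; inconclusive = no rule given, readout overlaps actives, possibly toxicity-flagged; inactive = the rest, including those meeting only one limit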;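 note: in these data hits start at about 27%; measured in HUVEC primary endothelial cells; signal is the percent of cells scored E-selectin positive by PE staining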
Target sequence (P16581 whole entry, looked up): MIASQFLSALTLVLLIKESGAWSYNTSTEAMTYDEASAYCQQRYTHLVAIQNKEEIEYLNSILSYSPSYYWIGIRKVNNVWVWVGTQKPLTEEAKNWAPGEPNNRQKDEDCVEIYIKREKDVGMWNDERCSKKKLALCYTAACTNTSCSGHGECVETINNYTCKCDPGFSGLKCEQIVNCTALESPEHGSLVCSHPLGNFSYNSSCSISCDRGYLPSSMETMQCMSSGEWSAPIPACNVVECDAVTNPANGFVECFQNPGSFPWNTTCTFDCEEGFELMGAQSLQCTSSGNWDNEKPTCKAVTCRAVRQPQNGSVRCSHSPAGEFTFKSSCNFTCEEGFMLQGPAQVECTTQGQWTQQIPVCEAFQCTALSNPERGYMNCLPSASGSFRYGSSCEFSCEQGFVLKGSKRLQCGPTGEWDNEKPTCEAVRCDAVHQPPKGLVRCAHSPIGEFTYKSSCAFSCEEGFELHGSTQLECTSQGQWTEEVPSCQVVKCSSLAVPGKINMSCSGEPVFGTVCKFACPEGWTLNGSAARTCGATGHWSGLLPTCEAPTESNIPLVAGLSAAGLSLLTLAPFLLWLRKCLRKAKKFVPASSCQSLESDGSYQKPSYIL
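Read-out basis: % PE-positive cells; Test system: HUVEC primary endothelial cells; Technique: immunofluorescence imaging; Dosing: single-point compound dose.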
Numbers without * were called inactive; ? = inconclusive; · = no result given; & = joins results of further samples.

SMILES | ERp5 block | esBAF inh | Casp6 inh | ARNT TACC3 PPI | PglD DTNB | RAD52 anneal inh | RAD54 branch | E-selectin induc
NNC(=O)C1CC1(c1ccccc1)c1ccccc1 (centres undefined) | -2 | -2 | -2 | -2 | · | -4 | · | -0.7
Cc1ccc(N(CC(=O)NCc2ccc(F)cc2)C(=O)c2csnn2)c(C)c1 | 1 | · | 3 | -52 | · | -4 | · | -1.2
Cc1cc(C)c(C(=O)C[n+]2cccc(C(N)=O)c2)c(C)c1 | 2 | · | 11 | -7 | -7 | -10 | -2 | 0.0
C[C@@H]1CCCCO[C@H](CN(C)C(=O)Nc2ccc(F)cc2)[C@H](C)CN([C@@H](C)CO)C(=O)c2cc(NC(=O)Nc3ccc(F)cc3)ccc2O1 | 5 | -2 | -4 | -2 | 4 | -41 | 0 | ·
CC(C)(C)C(=O)Nc1ccccc1C(=O)Nc1cccnc1 | · | -11 | · | 5 | 0 | · | 5 | ·
COc1ccc(O)c(/C=c2/sc3nc4cc(C)c(C)cc4n3c2=O)c1 | · | 3 | · | 7 | -1 | · | 5 | ·
CO[C@@H](CN(C)Cc1ccc(-c2ccccn2)cc1)[C@H](C)CN(C(=O)Nc1ccc(F)cc1)[C@@H](C)CO | 2 | 5 | -5 | 1 | 3 | -68 | 1 | 0.0
Cc1cc(OCC(O)CN2CCc3ccccc3C2)ccc1Cl (centres undefined) | 5 | 2 | -1 | 6 | 7 | -6 | -9 | -0.2
CCCn1cc(NC(=O)c2cc3n(n2)C(C(F)(F)F)CC(c2ccccc2)N3)cn1 (centres undefined) | · | 2 | · | -1 | -5 | · | 0 | ·
COc1ccc2cc(S(=O)(=O)N3CCCCCC3)ccc2c1 | 2 | · | -1 | · | · | -15 | · | -0.7
Cc1ccc(-c2csc(NC(=O)Cn3[nH]c(=O)c4ccccc4c3=O)n2)cc1 | 2 | · | 1 | 2 | · | -76 | · | 0.3
CC(Sc1nnc(C(C)Oc2ccc(F)cc2)o1)C(=O)NCc1ccc2c(c1)OCO2 (centres undefined) | 0 | -7 | 1 | · | · | -19 | 4 | 0.3
CN(C)c1ccc(N=Nc2nccs2)cc1 | -12 | -42 | 2 | · | -6 | 1 | 3 | -0.1
CCN1[C@@H]2c3ccc(-c4cccc(F)c4)c(=O)n3C[C@H]1[C@H](CO)[C@H]2C(=O)NCC1CC1 | 5 | -2 | 3 | 8 | -2 | -3 | 5 | 0.3
O=C(C1=C[C@@H](c2ccc(Br)cc2)C[C@@H](OCc2ccc(CO)cc2)O1)N1CCN(Cc2ccccc2)CC1 | 4 | -41 | 1 | -8 | -1 | -34 | 0 | ·
COc1ccc(-c2oc(=O)c3cc(OC)c(OC)cc3c2-c2ccc3c(c2)OCO3)cc1 | 3 | 18 | -1 | · | -4 | -15 | 7 | -0.1
O=C(C[C@H]1CC[C@@H]2[C@H](COC[C@H](O)CN2CCC(F)(F)F)O1)N1CCC(Cc2ccccc2)CC1 | 0 | -2 | 0 | 3 | 1 | 3 | -6 | 0.0
O=P1(O)CC2=C(CC=CC2)C1 | 1 | -1 | 1 | · | 9 | 2 | -2 | ·
CCN1C[C@@H]2[C@@H]3C(=O)N(Cc4ccccc4)C(=O)[C@@H]3[C@](Cc3ccccc3)(C1=O)N2C(=O)c1ccc(Br)cc1 | -6 | 8 | 2 | 5 | -2 | -37 | -16 | 0.0
Cc1ccc(CN(C)C(=O)c2cc(COc3ccc(F)cc3Cl)on2)o1 | 4 | 60* | 2 | -7 | 0 | -18 | -13 | ·
O=C(c1cccc(F)c1)N1CC2(C1)[C@H](c1ccccc1)[C@@H](CO)N2C(=O)C1CC1 | 3 | · | 1 | · | · | 6 | · | 0.2
O=C(NCc1ccc(F)cc1)C1(c2cccs2)CCOCC1 | 1 | · | -3 | -3 | -3 | 4 | 4 | ·
COc1ccccc1C1c2[nH]c3ccccc3c2CCN1Cc1cnc(C)s1 (centres undefined) | -4 | -2 | 2 | -2 | -3 | -33 | 2 | ·
N#C[C@@H]1[C@H](c2ccc(C3=CCCCC3)cc2)[C@@H](CO)N1C(=O)NC1CCCC1 | -4 | · | -3 | · | · | -59 | · | -0.3
C[C@@H]1CN([C@@H](C)CO)C(=O)c2cc(NC(=O)Cc3ccccc3)ccc2O[C@@H](C)CCCCO[C@@H]1CN(C)C(=O)Nc1cccc2ccccc12 | 13 | 0 | -1 | 2 | -1 | -18 | -1 | 0.0
COc1ccc(NC(=S)N/C(=N/S(=O)(=O)c2ccc(C)cc2)c2ccccc2)cc1 | 5 | 59* | 1 | 3 | 2 | -3 | -2 | ·
O=C(CN1CCC(c2nc3ccccc3[nH]2)CC1)Nc1ccc2c(c1)OCO2 | · | -8 | · | 6 | 2 | · | -5 | ·
O=C(Cc1ccccc1)Nc1nnc(-c2cccs2)s1 | · | 52* | · | 1 | 0 | · | 0 | ·
COc1ccc(CCNC(=O)CCc2ccccc2)cc1OC | 0 | · | -1 | · | 0 | -14 | 11 | 0.0
CC(C)Sc1nc2ccccc2n1CC(N)=O | · | -2 | · | 2 | -4 | · | 1 | ·
COc1ccccc1N1C(=O)CC(Sc2nccc(C)n2)C1=O (centres undefined) | · | -1 | · | -1 | -4 | · | 1 | ·
COCCn1c(N)c(N(Cc2ccccc2)C(=O)CN2C(=O)NC(C)(c3ccccc3)C2=O)c(=O)[nH]c1=O (centres undefined) | 2 | 6 | 2 | -3 | 1 | -18 | 12 | -0.1
COc1ccc(C(=O)NCCCOC(=O)c2ccc(OC)cc2)cc1 | 2 | -3 | -1 | -1 | 5 | -8 | -1 | 0.1
Cc1ccc(C2CC2C(=O)NN)cc1 (centres undefined) | · | -6 | · | -4 | 0 | · | -2 | ·
CC(C)NC(=O)N(C)C[C@H]1Oc2c(NS(=O)(=O)c3ccc(Cl)cc3)cccc2C(=O)N([C@@H](C)CO)C[C@H]1C | -1 | -5 | 2 | 4 | 1 | 8 | -2 | ·
C[C@H](CO)N1C[C@H](C)[C@@H](CN(C)C(=O)c2cc(-c3ccccc3)on2)OCc2cnnn2CCCC1=O | 6&-1 | 9&3&2 | 2&1 | 1 | 1&0 | -12&5 | -9&6 | ?
COc1ccc(NC(=O)Nc2ccc3c(c2)[C@H]2C[C@H](CC(=O)NC4CCCC4)O[C@@H](CO)[C@H]2O3)cc1 | 13 | 1 | 0 | -3 | -2 | -9 | 4 | -0.1
COc1ccc(NC(=O)Nc2ccc3c(c2)C(=O)N([C@H](C)CO)C[C@@H](C)[C@H](CN(C)S(=O)(=O)c2cccs2)OCCCC[C@@H](C)O3)cc1 | -3 | 6 | -2 | 29 | 0 | 1 | 4 | 1.1
CSc1ccc(C(=S)N2CCCCCC2)cc1 | 1 | 6 | 2 | · | -4 | -21 | -9 | 0.7
CCN(CC)C(=S)Oc1ccc(Cl)cc1Cl | 1 | -3 | -5 | -1 | 4 | 6 | 5 | 0.6
Cc1nn(CCCC(=O)NCc2ccccc2)c(=O)c2nn(-c3ccccc3)c(C)c12 | 3 | 6 | 2 | -1 | 3 | -11 | -8 | ·
C[C@H]1CN([C@@H](C)CO)C(=O)c2cc(NS(C)(=O)=O)ccc2O[C@@H]1CN(C)Cc1ccc(-c2ccccc2)cc1 | 2 | -3 | -2 | 4 | -1 | 7 | -4 | 0.0
Cc1ccc(C)c(-n2c(-c3ccc(Br)cc3)csc2=NC(=O)c2ccccc2F)c1 | 5 | -8 | -2 | -2 | 0 | -12 | 6 | ·
Cc1ccc(-c2csc3ncnc(OCC(=O)NC(=O)NCc4ccco4)c23)cc1 | 1 | -9 | 3 | 1 | 9 | -21 | -9 | ·
Cc1nonc1C1CCCN1Cc1nc(-c2ccc(F)cc2F)oc1C (centres undefined) | 4 | -4 | -5 | 2 | 3 | -38 | 0 | 1.5
Cc1ccc(/C=[N+](/[O-])C2SC(=S)N(C)C2(C)C)cc1 (centres undefined) | · | -9 | · | -8 | 1 | · | -11 | ·
COc1ccc(OCc2cc(C(=O)NC(C)Cn3cncn3)no2)c(Cl)c1 (centres undefined) | 3 | 29 | -1 | -5 | -2 | -4 | 4 | ·
Cc1nc2ccccc2n1C(=O)c1cc(-c2ccc(Br)cc2)nc2ccccc12 | · | 12 | · | -1 | 9 | · | -4 | ·
COc1ccc(N(CC(=O)Nc2ccc3c(c2)OCCO3)S(=O)(=O)c2c(C)nn(C)c2C)cc1 | 7 | 1 | -1 | -9 | -3 | -10 | 0 | 0.0
COc1ccc(C(=O)c2c(-c3ccc(OC)cc3)oc3ccc(-c4cc(OC)c(OC)c(OC)c4)cc23)cc1 | 0 | -1 | -1 | · | -4 | -5 | 0 | -0.2
COC(=O)C(C)Sc1nc2c(cnn2-c2ccccc2)c(=O)[nH]1 (centres undefined) | 0 | 1 | -2 | · | -2 | -2 | 6 | ·
c1ccc(C2=NNC(c3ccco3)=Nc3ccccc32)cc1 | 6 | · | -4 | 17 | · | -19 | · | ·
N#C[C@H]1[C@H](c2ccc(C#Cc3ccccc3F)cc2)[C@@H](CO)N1C(=O)C1CC1 | 2 | -11 | -2 | 8 | -2 | -2 | -24 | -0.4
Cc1cc(OCC(=O)Nc2cccc(S(=O)(=O)N3CCCC3)c2)ccc1Cl | -4 | -5 | 3 | -7 | 2 | -27 | 3 | -0.2
CCCNC(=O)N1[C@@H]2CN(C(=O)Nc3cccc(F)c3)c3ccccc3[C@@H]2[C@@H]1CO | · | 4 | · | -9 | 0 | -8 | 16 | -0.6
O=C(Nc1ccc(N2CCOCC2)c(Cl)c1)c1cccc(-n2cnnc2)c1 | 1 | 1 | 3 | 0 | -3 | -10 | 13 | 0.7
CC1CCCCN1CC(O)COCc1ccccc1 (centres undefined) | 2 | 4 | -4 | -13 | -1 | -5 | -7 | 0.9
CCC(=O)NC(c1cc(Cl)c2cccnc2c1O)C1CC1 (centres undefined) | 9 | -74 | · | 58* | 3 | -19 | -3 | -0.4
Nc1ccccc1-n1nc2ccc3ccccc3c2n1 | 7 | 41* | 0 | · | -3 | -18 | -4 | 6.1
O=S(=O)(c1ccccc1)N1CCC2(CC1)CO2 | -5 | 7 | 2 | 1 | · | -20 | · | ·

Other records follow.
SMILES | ERp5 block | esBAF inh | Casp6 inh | ARNT TACC3 PPI | PglD DTNB | RAD52 anneal inh | RAD54 branch | E-selectin induc
Nc1cc(N)nc(SCc2ccccc2)n1 | · | ? | · | 3 | -2 | · | 11 | ·
CCc1nnc(NC(=O)CC23CC4CC(CC(Br)(C4)C2)C3)s1 | 1 | 0 | -2 | -5 | -2 | -13 | 1 | ·
CCOC(=O)c1sc(NC(=O)CSc2nc3c(c(-c4ccc(OC)cc4)c2C#N)CCCC3)c(C#N)c1C | · | -12 | · | -4 | 0 | · | -2 | ·
CCCC(=O)Nc1ccc2c(c1)C(=O)N(C)[C@H]1CC[C@@H](CC(=O)NCc3ccccc3Cl)O[C@@H]1CO2 | 13 | -1 | 1 | -1 | 1 | -10 | 6 | 0.0
C[C@@H]1CCCCO[C@@H](CN(C)C)[C@@H](C)CN([C@@H](C)CO)C(=O)c2cc(NS(=O)(=O)c3ccc(F)cc3)ccc2O1 | -3 | -2 | -1 | 0 | 4 | -17 | 6 | 0.1
Cc1ccc(NC(=O)NCC2CCN(Cc3cccc(Cl)c3)CC2)cc1Cl | 5 | -9 | -3 | 1 | 0 | -15 | -7 | -0.1
